Source: PubChem (Broad Institute)
PAX8 inh HTS: inhibitors of PAX8-driven TPO luciferase reporter, primary screen, RMG-I cells, single concentration | AID 652154, 2013 | SteadyGlo, 24 h | inhibition, % at 12.6 µM | 1.2% of 360,000 active;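 active means mean replicate inhibition at least 60% with every replicate also reaching 60%; inconclusive means only one of the two criteria is met; inactive means mean below 60% and not all replicates reaching 60%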;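 further: luciferase light reporting Pax8 driven TPO promoter activity; plate controls were median of neutral control wells for no effect and mitoxantrone controls for full effect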
CFTR F508del cor: F508del CFTR correction, initial screen, CFBE line, single point. CFBE cells, YFP halide quenching; stimulated with forskolin plus potentiator P3; % fluorescence drop versus neutral controls. activity (quench increase), % at 7.58 µM. 0.36% of 350,000 active;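 active means mean added fluorescence quench of at least 8% versus neutral control, with both replicates also reaching 8%; inconclusive means only one of the mean or replicate conditions met; inactive means mean below 8% and not both replicates reaching 8%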;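 further: cells transiently co-express mutant CFTR-F508del with the halide-sensitive YFP; corrector assay measuring rescue of mutant channel to the surface after 24 h compound exposure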
EWS-Fli block: EWS/Fli-driven NR0B1 reporter inhibitors, primary screen, A673 cells, NR0B1 luciferase, luminescence, MLPCN library; viability-normalised; inhibition, % at 12.6 µM; 0.67% of 350,000 active; AID 651661, 2012;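 active means mean inhibition of at least 50% after viability correction, with every replicate also passing that limit; inconclusive means mean reaches 50% but only one of two replicates passes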;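 further: firefly luciferase signal divided by Alamar Blue viability fluorescence both relative to DMSO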
ERp5 inh: inhibitors of ERp5-driven insulin aggregation, primary screen, biochemical, turbidity, absorbance 650 nm, single point. Protein disulfide-isomerase A6 (Homo sapiens), Q15084. 90 min. inhibition, % at 9.99 µM. 0.05% of 350,000 active. AID 651711, 2012;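 active means mean replicate inhibition above about 25%, with every replicate also reaching it, limit read from the data, passing the limit was not always enough; inconclusive means only one of those two criteria met; inactive means neither criterion met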
Target sequence (Q15084 whole entry, looked up): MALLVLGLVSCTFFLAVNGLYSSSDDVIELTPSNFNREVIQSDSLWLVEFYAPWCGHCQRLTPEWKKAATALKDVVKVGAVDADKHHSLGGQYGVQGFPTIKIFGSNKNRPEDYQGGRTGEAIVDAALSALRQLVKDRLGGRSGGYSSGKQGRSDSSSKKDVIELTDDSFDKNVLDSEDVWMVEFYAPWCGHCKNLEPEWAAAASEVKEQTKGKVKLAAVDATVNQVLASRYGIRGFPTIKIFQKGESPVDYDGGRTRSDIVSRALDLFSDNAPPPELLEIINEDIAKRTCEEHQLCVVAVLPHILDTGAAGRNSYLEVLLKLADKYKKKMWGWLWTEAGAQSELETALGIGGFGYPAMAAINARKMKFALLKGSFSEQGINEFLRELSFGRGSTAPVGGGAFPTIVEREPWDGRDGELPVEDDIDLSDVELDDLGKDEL
GSIS activator: GLuc luminescence reporter in INS-1E cells, primary screen for activators of glucose-dependent secretion of insulin. INS-1E GLuc reporter insulin secretion, 2-3 h. 0.61% of 370,000 active. activation, % at 16.6 µM;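 active means lowest replicate activation of at least 40%, so every replicate reaches that level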;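 further: 0% = median of neutral control wells and 100% = median of IBMX positive control wells; some compounds called inactive have numbers as strong as hits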
ARNT TACC3 PPI: disruptors of ARNT/TACC3 protein interaction, primary screen, biochemical, AlphaScreen, single concentration. Transforming acidic coiled-coil-containing protein 3 (Homo sapiens), Q9Y6A5. AlphaScreen His-ARNT PAS-B/GST-TACC3 binding, luminescence; TACC3 fragment carries E629A point mutation. inhibition, % at 9.99 µM. 0.66% of 390,000 active;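 active means mean inhibition of replicates at least 50% and at least half of replicates each reaching 50%; inconclusive means half or more replicates reach 50% but mean below 50%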;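 further: 0% = complete ARNT plus TACC3 wells and 100% = ARNT alone without TACC3; many hits fall short of the cut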
DENV2 CPE: inhibitors of DENV2 cytopathic effect, primary screen, cell-based, plate reader, single concentration | DENV2-infected cells, cytopathic effect rescue | CPE inhibition, % at 9.99 µM | 1.7% of 350,000 active | AID 651640, 2012; in the data active means CPE inhibition above about 20%, passing the limit was not always enough; inconclusive means no clear call, values can overlap the other calls; tested in BHK-21 cells;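 further: 0% = median of neutral control wells and 100% = median of positive control wells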
Xi reactivation: activators of inactive X chromosome reactivation, primary screen, imaging, XiGFP fibroblasts, GFP high-content imaging, set 2; XiGFP mouse fibroblasts, % GFP-positive cells imaging, 3 d; cells co-treated with 5-aza-dC sensitizer; scaled so ellipticine positive control = 100%; activation, % at 7.58 µM; AID 743238, 2013; 0.055% of 360,000 active;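 active means mean normalized replicate activation at least 10% and every replicate at or above 10%; inconclusive means only one of the two criteria met; inactive means mean below 10% and not all replicates reach 10%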;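 further: 0% = median of on-plate neutral control wells and 100% = ellipticine 6 µM median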
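System: SV40-immortalized XiGFP fibroblast cells, line 68-5-11 / Incubation: 3-day compound exposure, then 15 min fixation at room temperature / Compound: single concentration per compound, delivered by pin transfer / Buffer or medium: DMEM plus 5-aza-dC sensitizer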
* hit, by the source's call; u = inconclusive; x = no result given; & = joins results of further samples; ! = not active in a repeat. Random draw from the library. Share with any hit: about 4.2%.

SMILES	PAX8 inh HTS	CFTR F508del cor	EWS-Fli block	ERp5 inh	GSIS activator	ARNT TACC3 PPI	DENV2 CPE	Xi reactivation
O=C(c1ccccc1)N1C[C@H]2[C@@H](c3ccccc31)[C@@H](CO)N2Cc1ccccc1F	16	1.4	5	3	3	5	-4	0.2
O=C1C(=Cc2ccc(Cl)cc2)Cc2ccccc21	-81	-1.6	-61	1	12	x	-3	0.0
Cc1cc(C(=O)N2CCC(Cc3ccccc3)CC2)no1	0	1.0	1	4	-2	-3	2	0.0
O=C(N1CCCCC1)[C@@]1(Cc2ccccc2)COC(c2ccc(OCCCO)cc2)=N1	-15	0.6	3	-2	x	-5	-3	x
C[C@@H]1CN([C@@H](C)CO)C(=O)c2cc(NC(=O)Nc3cccc4ccccc34)ccc2O[C@H]1CN(C)CC1CCCCC1	x	1.0	6	-4	-23	16	34*	0.1
Cc1noc(C)c1S(=O)(=O)Nc1ccc2c(c1)C(=O)N([C@@H](C)CO)C[C@H](C)[C@H](CN(C)Cc1ccc(C(=O)O)cc1)OCCCC[C@H](C)O2	14	0.6	-12	-2	10	-17	2	0.1
Cc1c(N=C2SCC(=O)N2/N=C\c2ccc(Br)cc2)c(=O)n(-c2ccccc2)n1C	6	-1.1	4	0	-7	5	-3	0.0
C/C(CC(=O)Nc1ccc2c(c1)OCCO2)=N\NC(=O)c1ccccc1Cl	-42	0.1	-17	-1	4	-2	5	0.3
NC(=O)c1cccn(Cc2ccc(C(F)(F)F)cc2)c1=O	3	0.9	3	7	-5	x	-1	0.0
COc1ccc(C(=O)Nc2nc3ccc(OC)cc3s2)cc1	-129	3.6	-81	6	-5	12	u	0.0
C[C@@H]1CCCCO[C@H](CN(C)C(=O)NC2CCCCC2)[C@@H](C)CN([C@@H](C)CO)C(=O)c2cc(NS(=O)(=O)c3ccccc3)ccc2O1	21	0.8	-1	-2	-23	5	-13	0.3
O=C(CNC(=O)c1ccc(F)cc1)c1ccc(Cl)cc1	-192	-0.3	x	3	1	-8	4	0.0
C=C(Br)CN1[C@@H](Cc2ccccc2)[C@H](O)[C@@]23C=C[C@@H](C[C@@H]2S1(=O)=O)O3	9	-3.7	5	11	8	0	14	-0.1
O=C1CCN(CCc2ccccc2)CCN1[C@H](CSc1ccc(Br)cc1)c1ccccc1	5	-2.2	-7	-2	-8	0	u	0.0
O=C(O)C(c1ccccc1)C(O)C1CCCC1 (stereo not drawn)	3	-0.9	-5	4	7	-6	-1	0.3
C[C@@H]1CN([C@H](C)CO)C(=O)Cc2cc(NS(=O)(=O)c3cn(C)cn3)ccc2O[C@@H]1CN(C)S(=O)(=O)c1cn(C)cn1	5	2.4	-16	-3	13	-2	-5	-0.7
Fc1ccccc1-c1cc2cc3c(cc2cn1)OCO3	-85	-0.4	-21	6	2	-1	-8	0.0
Cc1cc2nc(C(C)(C)C)cc(N)n2n1	-4	-0.1	-2	5	2	1	-3	0.1
COc1ccccc1N1CCN(C(=O)CCC(=O)Nc2nnc(C(C)C)s2)CC1	21	0.2	x	-5	-1	-1	-2	0.1
Cc1ccccc1-c1ccc(C2[C@@H]3CN(C(=O)c4cnccn4)C[C@H]2N3)cc1 (stereo partly drawn)	5&7	-0.8&-4.5	-13&1	x	-11&-1	x	29*!	0.0&0.0
CC(C)NC(=O)N(C)C[C@H]1Oc2ccc(NC(=O)Cc3ccccc3)cc2CC(=O)N([C@H](C)CO)C[C@@H]1C	-3	0.5	-1	-1	6	-1	6	0.2
COc1cc(-c2nc(C(F)(F)F)c(OC)o2)cc(OC)c1OC	8	x	-13	3	-4	1	-3	0.0
O=C(C[C@H]1CC[C@H]2[C@@H](COC[C@@H](O)CN2C(=O)Cc2ccccc2)O1)NC1CCC1	-2	1.5	-19	2	-7	-2	4	0.1
CC1(C)CC(=O)C=C(C(=O)N2CCCC(C(=O)c3cccc(Cl)c3)C2)O1 (stereo not drawn)	3	1.4	3	-1	-11	-10	-1	0.2
CC(C)(C)NC(=O)C(c1ccc(F)cc1)N(Cc1ccco1)C(=O)CCC(=O)Nc1ccccn1 (stereo not drawn)	13	2.3	0	2	-11	-7	4	0.3
CN(Cc1c(F)cccc1Cl)C(=O)c1cccc(S(=O)(=O)N2CCN(Cc3ccccc3)CC2)c1	11	-3.1	8	-2	-48	5	-9	-0.1
COC(=O)c1sc(NC(=S)NC(=O)c2cccc(Br)c2)nc1C	21	1.8	-68	5	-9	-4	2	0.1
Cc1ccc2oc(C(Cl)(Cl)Cl)cc(=O)c2c1	x	1.0	44	2	-6	-7	5	x
COC(=O)C1=C(C)N(C)C(=NCc2ccccc2)NC1CCc1ccccc1 (stereo not drawn)	-1	2.6	0	2	-4	x	1	1.0
CCS(=O)(=O)N1Cc2ccccc2CC1C(=O)Nc1nccs1 (stereo not drawn)	-17	x	-20	-10	x	26	0	-0.1
CCCCn1c(-c2cccc3ccccc23)nc2cc3[nH]c(=O)c(C(C)C)nc3cc21	-1	0.9	6	10	3	2	x	0.1
COc1cccc2c(=O)n(CC(=O)NCCc3ccccc3)ccc12	-21	0.2	3	-4	33	-1	-5	0.0
O=C(NCC[C@@H]1CC[C@H](NS(=O)(=O)c2ccc(F)cc2)[C@H](CO)O1)c1ccc2c(c1)OCO2	-14	-0.9	0	1	8	1	3	0.4
O=C(c1cccs1)N1CCN(c2cccc(Cl)c2)CC1	17	-0.2	14	1	-3	x	13	0.0
C[C@@H]1CN([C@H](C)CO)C(=O)c2cc(NS(=O)(=O)c3cccs3)ccc2O[C@H]1CN(C)C(=O)Nc1ccc(C(F)(F)F)cc1	x	-1.7	-1	-9	-4	-1	-2	-0.8
CC(C)Cc1nn2c(N)c(/C=C3\C=Nc4ccccc43)c(=O)nc2s1	-15	2.9	-11	6	7	0	0	0.0
CO[C@H]1CC[C@H]2CCN(C)C(=O)[C@@H](C)N(C)C(=O)c3cc(C#N)ccc3OC[C@@H]1O2	-1	x	2	-3	9	-1	11	0.1
CC1(C)CC(=O)C=C(c2cccc(O)c2)C1	-31	3.4	-10	4	-1	-2	-12	0.0
C=C1CCN([C@@H](Cc2ccccc2)C(=O)NCc2ccc(Cl)c(Cl)c2)S(=O)(=O)c2ccccc21	-2	-1.0	0	-2	-7	x	-6	-0.1
Cc1c(C(=O)N2CCN(S(=O)(=O)c3ccc(F)cc3)CC2)oc2ccccc12	-2	3.2	11	1	-11	-5	14	0.0
COc1ccc2c3c(n(C)c2c1)[C@H](CO)N(C(=O)Nc1ccc(F)cc1)CC31CN(CC2CCOCC2)C1	x	-6.0	7	-3	-22	x	-10	0.2
O=C(C1CCCC1)N1CC2(C1)[C@@H](c1ccccc1)[C@@H](CO)N2Cc1ccccc1F	4	0.6	2	3	-10	x	-8	0.0
COC(=O)C1=NN(c2ccc(C)cc2)C2(S1)SC(C(C)=O)=C(C)N2c1ccccc1 (stereo not drawn)	8	x	x	3	5	37	x	x
NS(=O)(=O)c1ccc(NC(=S)NC2CCCCCC2)cc1	1	x	x	x	6	-1	x	0.1
Cc1ccc(S(=O)(=O)Nc2cccc3c2O[C@H](CN(C)C(=O)Nc2ccc4c(c2)OCO4)[C@@H](C)CN([C@H](C)CO)C3=O)cc1	x	1.1	-78	4	-2	2	-5	0.1
CCOC(=O)c1ccc(N2C(=O)CC(N(Cc3ccc4c(c3)OCO4)C(=O)Nc3ccccc3)C2=O)cc1 (stereo not drawn)	x	-3.1	6	-2	-26	-8	2	x
COCC(=O)Nc1ccc2c(c1)[C@H]1C[C@@H](CC(=O)NCC(F)(F)F)O[C@@H](CO)[C@H]1O2	-18	-0.3	-7	0	14	-6	-1	0.4
CO[C@H]1CC[C@@H]2CCN(C)C(=O)[C@@H](C)[C@H](OC)CN(C)C(=O)c3cccc(C#N)c3OC[C@H]1O2	-11	2.3	-5	3	10	3	-3	0.1
CC(=O)N1CCN(Cc2nc3cc(NC(=O)COc4ccccc4)ccc3n2C)CC1	10	-2.4	-82	-1	10	3	4	0.0
Cc1cccc(C)c1NC(=O)CNC(=O)c1ccc(N2CCOCC2)c([N+](=O)[O-])c1	4	-3.5	-3	-6	-9	x	-8	-0.1
CCCNC(=O)N(C)C[C@@H]1Oc2ncc(C#CC(C)C)cc2C(=O)N([C@H](C)CO)C[C@H]1C	-3	1.4	-13	-4	10	-8	-4	-0.3
O=c1cc(Cl)c(-c2ccccc2)nn1Cc1ccc(Cl)cc1	-22	-0.9	6	-3	9	0	14	-0.1
COc1ccc(Nc2oc(-c3ccccc3F)nc2C#N)cc1	-113	-4.9	-65	x	x	0	u	0.2
Cc1ccccc1NC(=O)COc1ccc(Br)cc1C	-11	x	x	4	16	-5	18	0.1
CN(Cc1ccccc1)S(=O)(=O)c1ccc(OCC(=O)Nc2cccc([N+](=O)[O-])c2)cc1	-6	2.0	8	4	-4	-4	-7	-0.1
Cc1cc(NC(C)c2ccccc2)n2ncc(-c3ccccc3)c2n1 (stereo not drawn)	-127	1.1	-85	-8	-17	-8	-6	0.2
Nc1ccccc1SCC1CSc2nc3ccccc3c(=O)n21 (stereo not drawn)	-4	-1.5	4	-4	20	1	0	0.0
Cc1cccc(CNC(=O)c2ccc3nc(Cc4ccccc4F)oc3c2)n1	-168	-2.7	x	6	11	-6	19	0.1
C/C=C/c1ccc([C@H]2[C@@H](CNC(=O)NC(C)C)N(C(=O)C3CC3)[C@H]2CO)cc1	0	0.2	-7	-1	1	2	0	0.4
O=C(O)c1ccccc1NS(=O)(=O)c1ccc2c(c1)OCCO2	-3	0.0	-16	10	0	-2	1	0.0

Next section:
SMILES	PAX8 inh HTS	CFTR F508del cor	EWS-Fli block	ERp5 inh	GSIS activator	ARNT TACC3 PPI	DENV2 CPE	Xi reactivation
COc1ccccc1NC(=O)N1C[C@@H](C)[C@H](OC)CN(C)C(=O)c2ccc(NC(=O)c3cnccn3)cc2OC[C@H]1C	3	0.7	13	2	-1	8	-4	0.4
C[C@@H]1CN([C@@H](C)CO)C(=O)c2ccccc2-c2ccccc2CO[C@H]1CN(C)S(=O)(=O)c1cccc(C#N)c1	14	2.1	6	-2	-4	5	-2	0.0
CC1CCN(C(=O)CN2C(=O)NC(C)(c3ccc4ccccc4c3)C2=O)CC1 (stereo not drawn)	7	0.2	-7	3	x	-6	u	-0.1
C[C@H]1CN([C@@H](C)CO)C(=O)Cc2cc(NC(=O)c3ccncc3)ccc2O[C@H]1CN(C)Cc1ccc2c(c1)OCO2	7	2.9	-11	0	6	38	-3	-0.2

Structures listed so far that contain a thiophene ring, fused or not:
SMILES	PAX8 inh HTS	CFTR F508del cor	EWS-Fli block	ERp5 inh	GSIS activator	ARNT TACC3 PPI	DENV2 CPE	Xi reactivation
O=C(c1cccs1)N1CCN(c2cccc(Cl)c2)CC1	17	-0.2	14	1	-3	x	13	0.0
C[C@@H]1CN([C@H](C)CO)C(=O)c2cc(NS(=O)(=O)c3cccs3)ccc2O[C@H]1CN(C)C(=O)Nc1ccc(C(F)(F)F)cc1	x	-1.7	-1	-9	-4	-1	-2	-0.8
